# Compound activity as filed in PubChem.
# ABHD5-PLIN5 inh: blocks binding of human ABHD5 to perilipin-5. inhibition, % at 4 µM. actives 0.78% (n = 360,000). Q00G26+Q8WTS1. AID 602281. Split G. princeps luciferase complementation, luminescence, 4 h;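 active means inhibition above the mean inhibition across every tested compound plus 3 SD, cut at about 22% in these data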;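 further: 0% = DMSO only wells and the 100% control is not disclosed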
# TLR9-MyD88 block: TLR9-MyD88 interaction inhibition | CHO BLA complementation TLR9-MyD88, CCF4 FRET ratio | inhibition, % at 4.98 µM | Q9NR96+Q99836 | actives 0.21% (n = 340,000);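 active means inhibition above the mean over all tested compounds plus 3 SD, cut at about 21% in these data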;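 further: 0% = DMSO only wells and 100% = clavulanate BLA inhibitor control wells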
# MC4R antagonist: human MC4R antagonism in cAMP assay | P32245 | MC4R-expressing cells, MTII-stimulated cAMP, LANCE TR-FRET | inhibition, % at 6.5 µM | actives 0.48% (n = 360,000) | AID 540295;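 active means inhibition above its plate's cutoff, the mean of tested wells on that plate plus 3 SD, cut at about 29% in these data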;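 further: 0% = Melanotan II alone and 100% = Melanotan II plus saturating MCL0020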
#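 Assay system: U2OS cells stably expressing human melanocortin 4 receptor (MC4R) / Dosing: 6.5 µM / Timing: compound 30 min, challenge 1 h, detection 1 h / Measured by: Eu-cAMP/anti-cAMP TR-FRET, emission 671 nm / Replicates: singlicate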
# LRH-1 inv ag: inverse agonists of human LRH-1 (NR5A2). AID 602396. inhibition, % at 3.6 µM. O00482. actives 0.13% (n = 360,000). HEK293T StAR-luciferase reporter, LRH-1 transfected, 24 h;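 active means inhibition above the mean inhibition of all tested compounds plus 3 SD, cut at about 73% in these data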;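 further: 0% = DMSO wells and 100% = reporter-only cells lacking LRH-1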
# NCOA2 inhibitor: inhibits human steroid receptor coactivator 2 | Q15596 | HEK293 GAL4-SRC2 luciferase reporter, luminescence | inhibition, % at 9 µM | actives 0.17% (n = 370,000) | AID 651957;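 active means inhibition above the mean inhibition of all tested compounds plus 3 SD, set per campaign, cut at about 52% in these data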;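 further: 0% = DMSO treated cells and 100% = cells given Gossypol at 36 µM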
# Target sequence (Q15596 whole entry, looked up, the tested form may be a part): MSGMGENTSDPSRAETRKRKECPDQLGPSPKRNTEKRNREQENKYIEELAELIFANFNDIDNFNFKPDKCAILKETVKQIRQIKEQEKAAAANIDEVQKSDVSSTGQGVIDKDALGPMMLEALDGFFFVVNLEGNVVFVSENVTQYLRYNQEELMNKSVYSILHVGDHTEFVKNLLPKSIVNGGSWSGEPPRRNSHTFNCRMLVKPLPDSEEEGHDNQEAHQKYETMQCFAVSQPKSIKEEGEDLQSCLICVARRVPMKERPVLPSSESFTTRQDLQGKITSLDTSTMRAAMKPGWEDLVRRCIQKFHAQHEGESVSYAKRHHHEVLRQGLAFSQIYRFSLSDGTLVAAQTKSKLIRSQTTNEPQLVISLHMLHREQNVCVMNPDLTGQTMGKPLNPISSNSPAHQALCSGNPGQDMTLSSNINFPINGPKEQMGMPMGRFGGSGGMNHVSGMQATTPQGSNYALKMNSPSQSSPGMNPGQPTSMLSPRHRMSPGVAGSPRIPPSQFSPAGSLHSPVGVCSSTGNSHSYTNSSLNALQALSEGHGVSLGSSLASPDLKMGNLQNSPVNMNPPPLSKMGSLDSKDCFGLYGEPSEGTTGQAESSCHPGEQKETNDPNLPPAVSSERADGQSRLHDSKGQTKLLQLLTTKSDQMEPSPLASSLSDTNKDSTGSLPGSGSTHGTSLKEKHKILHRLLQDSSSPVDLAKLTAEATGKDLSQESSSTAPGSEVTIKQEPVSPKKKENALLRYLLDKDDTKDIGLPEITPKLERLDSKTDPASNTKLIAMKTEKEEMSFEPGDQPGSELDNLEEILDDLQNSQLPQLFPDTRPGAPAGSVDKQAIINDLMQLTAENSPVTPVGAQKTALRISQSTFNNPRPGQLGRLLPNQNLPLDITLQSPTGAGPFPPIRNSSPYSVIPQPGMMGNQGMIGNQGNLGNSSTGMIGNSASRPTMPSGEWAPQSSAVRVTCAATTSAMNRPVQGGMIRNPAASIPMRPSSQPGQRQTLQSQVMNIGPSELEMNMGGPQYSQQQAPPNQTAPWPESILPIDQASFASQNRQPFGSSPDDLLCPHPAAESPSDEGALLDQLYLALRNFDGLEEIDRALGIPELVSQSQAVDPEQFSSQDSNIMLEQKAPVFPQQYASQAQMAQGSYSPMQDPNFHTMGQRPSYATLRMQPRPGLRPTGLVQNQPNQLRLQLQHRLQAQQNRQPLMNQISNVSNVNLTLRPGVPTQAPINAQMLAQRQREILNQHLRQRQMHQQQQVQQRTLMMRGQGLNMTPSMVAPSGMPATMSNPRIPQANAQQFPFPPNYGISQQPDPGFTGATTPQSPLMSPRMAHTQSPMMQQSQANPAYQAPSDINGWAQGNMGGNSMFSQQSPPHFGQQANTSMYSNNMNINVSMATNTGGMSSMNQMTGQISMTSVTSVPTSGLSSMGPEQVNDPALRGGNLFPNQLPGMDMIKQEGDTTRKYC
# NOD2-RIPK2 inh: NOD2-RIPK2 protein interaction inhibition; O43353; CHO BLA complementation NOD2-RIPK2, CCF4 ratio; inhibition, % at 4.98 µM; actives 0.38% (n = 360,000); AID 624267; in the data active means inhibition above about 21%;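 further: 0% = vehicle only and 100% = reference blocker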
# NCOA1 inh: inhibitors of human steroid receptor coactivator 1 (SRC1) | HEK293 GAL4-SRC1 luciferase reporter, luminescence | actives 0.12% (n = 360,000) | Q15788 | inhibition, % at 3.6 µM;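 active means inhibition above the campaign mean plus 3 SD, with each screening campaign given its own cutoff, cut at about 60% in these data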;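 further: 0% = DMSO treated cells and 100% = gossypol at 36 µM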
# MC4R ag barr: human MC4R agonism via beta-arrestin. P32245. U2OS MC4R beta-arrestin complementation, luminescence; percent of melanotan II response, DMSO zero. activation, % at 8.9 µM. actives 0.98% (n = 360,000);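 active means activation above a per-plate cutoff, the mean activation of sample wells on that plate plus 3 SD, cut at about 8% in these data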
# LMP1 NFkB inh: inhibitors of Epstein-Barr LMP1-induced NF-kappaB reporter | LMP1-induced NF-kappaB luciferase reporter cells, luminescence | inhibition, % at 12.5 µM | actives 0.69% (n = 350,000); in the data active means inhibition above about 41%;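 further: 0% = neutral control wells and 100% = reference inhibitor control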
# COUP-TFII inh: inhibitors of human COUP-TFII (NR2F2); P24468; HEK293T NGFI-A luciferase reporter, luminescence; inhibition, % at 8.6 µM; actives 0.7% (n = 370,000); AID 686940;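 active means inhibition above a per-plate cutoff, mean inhibition of test wells between control levels plus 3 SD, cut at about 38% in these data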;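 further: cells cotransfected with COUP-TFII expression vector driving the NGFI-A reporter; 0% = median of COUP-TF2 test wells and 100% = reporter-only cells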
# NCOA3 inh: inhibitors of human steroid receptor coactivator 3 (SRC3) | HEK293 GAL4-SRC3 luciferase reporter, luminescence | inhibition, % at 3.6 µM | actives 0.17% (n = 360,000);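 active means inhibition above a per-campaign cutoff, the mean of all compounds plus 3 SD, cut at about 60% in these data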;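 further: 0% = DMSO-treated cells and 100% = gossypol-treated cells at 36 µM; higher means less SRC3-driven luciferase light from the GAL4 reporter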
# Starred values were filed as active, the others as inactive; . = not tested or not shown. Only part of the results is shown. The share of hits here may be higher or lower than overall.
SMILES,ABHD5-PLIN5 inh,TLR9-MyD88 block,MC4R antagonist,LRH-1 inv ag,NCOA2 inhibitor,NOD2-RIPK2 inh,NCOA1 inh,MC4R ag barr,LMP1 NFkB inh,COUP-TFII inh,NCOA3 inh
CCC(=NC)C1=C(O)CC(c2ccccc2)CC1=O (configuration not stated),5,0,-9,-13,-12,-2,-20,-0.5,-2,4,-3
O=C(c1ccco1)c1cn(CC(=O)N2CCCCCC2)c2ccccc12,-4,-2,11,2,-4,4,-2,1.2,-3,15,-22
NC(N)=NCCCC(NC(=O)c1ccccc1)C(=O)Nc1ccc2ccccc2c1 (configuration not stated),8,-7,4,-33,13,-16,-11,-0.2,-3,-3,0
CC1CCC2(CC1)NC(=O)N(CC(=O)NC(=O)NC1CCCC1)C2=O (configuration not stated),6,-6,2,6,-19,7,-5,-0.4,3,2,17
COc1ccc(C(=O)NCCNC(=O)c2cnccn2)cc1,-8,-1,14,5,-12,2,14,0.6,-4,-1,-2
O=C(OCC(=O)c1c[nH]c2ccccc12)c1cccc(O)c1,3,1,2,-22,-63,-3,-14,-2.8,-61,-61,-82
CC(=O)Oc1ccc2ccc3ccc(C(C)=O)cc3c2c1,7,-8,-12,-11,-8,-3,9,0.4,-4,5,-4
COc1ccc2oc(=O)cc(-c3cc4ccccc4o3)c2c1,-9,1,2,-17,4,-3,-27,8.2*,-2,0,24
COCCn1c(N)c(NCc2ccccc2)c(=O)n(CC(=O)Nc2cc(C)ccc2C)c1=O,4,-9,6,14,-4,-14,4,-0.7,1,-8,-5
O=c1[nH]nc(CSCc2ccccc2Cl)[nH]1,0,10,11,-5,16,-4,-5,-0.6,-1,-1,12
CCc1ccc(N2CC(C(=O)OC)CC2=O)cc1 (configuration not stated),-2,0,7,9,1,-12,5,-2.7,-2,-13,7
COc1ccc(-c2ccc(C(=O)NCc3ccccc3)c3occc23)c(C)c1,-5,.,7,0,-26,6,-21,-0.8,.,-15,-32
COc1ccc(N2CCN(C(=O)CCc3nc(-c4ccc(C)cc4)no3)CC2)cc1,-7,0,2,0,-1,-12,1,-1.4,3,12,7
CC(=O)c1cccc(NC(=O)COC(=O)COc2c(Cl)cc(Cl)c3ccc(C)nc23)c1,4,-2,4,4,22,-7,3,-3.4,3,-5,-4
O=C1NC[C@@H](Cc2cccc3ccccc23)N(CC2CCCCC2)C1=O,-1,2,-3,17,-4,5,-8,-2.4,-4,8,2
COc1cc2c(cc1NC(=O)COC(=O)/C=C/c1ccc([N+](=O)[O-])cc1)oc1ccccc12,8,-4,10,-33,11,-1,5,-2.0,-24,-2,20
COc1ccc(-n2c(=S)[nH]c3cc(C(=O)NCCCN4CCCC4=O)ccc3c2=O)c(OC)c1,-5,-7,-5,4,-3,0,4,0.2,-33,-7,-4
Cc1cccc(NC(=O)N(C)Cc2cccs2)c1,0,-7,10,12,-81,-15,-15,-0.9,-2,3,6
CCc1nc2c(c(=O)c3ccccc3n2C)c(=O)n1-c1ccc(F)cc1,-2,-6,3,9,-3,3,1,-1.6,2,-10,-5
COc1ccc2cc(CCN3C(=O)c4ccccc4C3=O)c(=O)[nH]c2c1,-1,12,-4,8,1,-7,0,-0.9,3,-10,-30
Cc1ccc(C(=O)Oc2ccc3ccc(=O)oc3c2)cc1,-6,-3,20,-18,10,-4,-22,6.4,-3,4,2
Cc1nc(-c2cccc(S(=O)(=O)N3CC(C)CC(C)C3)c2)cs1 (configuration not stated),-8,9,4,6,10,-1,-14,-2.0,2,13,9
CNC(=S)N1CCN(c2cccc(OC)c2)CC1,3,1,9,-12,-30,2,-6,0.0,1,-20,8
CCSc1nc(O)c(C2OC(=O)c3c2ccc(OC)c3OC)c(=O)n1-c1ccccc1 (configuration not stated),5,-7,18,-17,7,2,-1,-1.3,10,-3,-38
Cc1cc(C)c(C#N)c(SCCS(=O)(=O)Cc2ccccc2)n1,-8,-6,7,-2,-9,-1,-34,-0.5,-4,-5,3

# By substructure, the entries above with two or more sulfur atoms.
SMILES,ABHD5-PLIN5 inh,TLR9-MyD88 block,MC4R antagonist,LRH-1 inv ag,NCOA2 inhibitor,NOD2-RIPK2 inh,NCOA1 inh,MC4R ag barr,LMP1 NFkB inh,COUP-TFII inh,NCOA3 inh
Cc1nc(-c2cccc(S(=O)(=O)N3CC(C)CC(C)C3)c2)cs1 (configuration not stated),-8,9,4,6,10,-1,-14,-2.0,2,13,9
Cc1cc(C)c(C#N)c(SCCS(=O)(=O)Cc2ccccc2)n1,-8,-6,7,-2,-9,-1,-34,-0.5,-4,-5,3

# (list continues)
SMILES,ABHD5-PLIN5 inh,TLR9-MyD88 block,MC4R antagonist,LRH-1 inv ag,NCOA2 inhibitor,NOD2-RIPK2 inh,NCOA1 inh,MC4R ag barr,LMP1 NFkB inh,COUP-TFII inh,NCOA3 inh
CCn1cc(/C=C(\NC(=O)c2ccccc2OC)C(=O)NCCN2CCOCC2)c2ccccc21,-2,7,3,15,14,5,-26,-0.2,5,16,4
O=C(NC(=S)Nc1ccc(S(=O)(=O)Nc2nccs2)cc1)c1cccc(F)c1,0,2,3,9,16,-6,-10,-1.7,-4,-26,20
O=C(COC(=O)CSc1ccccc1)Nc1ccc(F)cc1F,1,0,10,-14,18,1,-8,-2.1,4,-4,-2
O=C(C1CCN(Cc2ccc(OCc3ccccc3)cc2)CC1)N1CCCC1,5,-12,13,2,-15,-3,-10,1.8,-10,1,-6
CC(=O)c1ccc(OCc2cc(C(=O)N3CC[C@@H]4CCCC[C@H]4C3)no2)cc1,6,-13,0,-74,-39,0,-61,-0.7,-34,-7,-88
Cc1sc(C(=O)Nc2ccc3ccccc3c2)cc1CC(=O)O,-6,-10,4,-23,-30,8,-42,-2.5,3,9,-6
COc1ccc(-c2nn3c(-c4ccco4)nnc3s2)cc1OC,5,-3,-8,19,-41,-6,-10,-1.0,6,-5,11
Cn1c(=O)c2c(nc(SCC(=O)Nc3ccccc3)n2C)n(C)c1=O,0,-5,7,0,0,-19,17,-1.8,5,2,6
CC(=O)N1CCN(S(=O)(=O)c2ccc(S(=O)(=O)NCC(C)C)cc2)CC1,13,6,2,9,.,8,1,2.0,-2,.,14
CN(C(=O)COC(=O)/C=C/c1ccc(S(=O)(=O)N2CCc3ccccc32)cc1)C1CCS(=O)(=O)C1 (configuration not stated),-4,.,3,13,-28,-1,0,-0.1,4,3,5
CCCCCc1nnc(NC(=O)C2COc3ccccc3O2)s1 (configuration not stated),-2,0,-4,-10,-45,-10,-15,-3.1,-5,-11,1
COc1cccc(NC(=O)CN(C)C(=O)CCNS(=O)(=O)c2ccc(C)cc2)c1,0,-18,0,27,-14,-10,-12,-1.0,3,-2,6
COc1ccc(C)cc1NC(=O)c1ccc2c(O)c(S(=O)(=O)c3ccccc3)c(=O)[nH]c2c1,11,2,-1,-8,-8,-7,-14,1.3,0,-19,4
O=C(CCCN1C(=O)/C(=C\c2ccccc2)SC1=S)Nc1cccc(C(=O)O)c1,4,-7,10,-1,-10,5,4,1.7,-5,-3,10
COC(=O)CSc1nnc2cc(C)c3ccccc3n12,-5,-16,7,11,-13,-7,5,-0.8,1,-6,10
O=C(CSc1ccccn1)Nc1nc2ccc(Br)cc2s1,0,6,15,-50,.,-3,-8,1.9,3,.,0
Cc1ccc(C(=O)NNC(=S)NC(=O)c2ccco2)cc1,-1,0,12,-14,8,-1,1,-2.9,8,22,-12
COc1ccc(NC(=O)CSc2nc3ccccc3c(=O)n2-c2ccc3c(c2)OCO3)c(OC)c1,-2,-8,-2,1,-12,-9,5,3.2,11,-22,4
CC(C)N(C(=NCc1ccccc1)NC(=O)c1ccccc1)C(C)C,-3,-10,4,-7,6,-4,-2,0.6,-3,3,-3
CCOc1ccc(CNc2nnnn2C)cc1OC,-13,0,1,-10,17,1,12,-1.4,-16,6,3
CCOC(=O)c1c(NC(=O)C2CCN(S(=O)(=O)c3ccc(Cl)cc3)CC2)sc2c1CCCC2,-2,-2,7,12,-16,5,-5,2.7,-6,-10,10
CN(Cc1ccccn1)C(=O)c1cc(COc2ccc(F)cc2Cl)on1,6,1,-1,-22,-25,-8,-57,-1.5,-3,-16,-37
Cc1cccc(OC(C)C(=O)N/N=C\c2ccncc2)c1 (configuration not stated),0,-8,14,-1,-11,-2,1,-2.5,-1,-21,10
O=c1cnnc(Nc2ccccc2)[nH]1,-3,3,4,-9,-3,6,9,-0.3,5,5,-9
COc1ccc(CCNC(=O)c2cccc3c2C(=O)N(C2CCCCC2)C3)cc1OC,-3,1,9,12,13,-15,-19,-1.1,10,21,3
# Following part
SMILES,ABHD5-PLIN5 inh,TLR9-MyD88 block,MC4R antagonist,LRH-1 inv ag,NCOA2 inhibitor,NOD2-RIPK2 inh,NCOA1 inh,MC4R ag barr,LMP1 NFkB inh,COUP-TFII inh,NCOA3 inh
COCCN(Cc1cn[nH]c1-c1ccc2cc(OC)ccc2c1)C(C)C,-2,0,-3,-14,-3,-1,-3,-0.3,3,-11,-18
COc1cc2c(c(OC)c1OC)-c1ccc(NCc3ccccc3)c(=O)cc1C(NC(C)=O)CC2 (configuration not stated),0,5,-27,38,24,2,20,-0.4,12,-83,25
Cc1ccc(Nc2nnc(SC(C)C(=O)NCC3CCCO3)s2)cc1C (configuration not stated),-5,7,-4,-10,2,6,-15,-5.2,-10,-10,-1
CCC(=O)NC(=S)Nc1cccc(NC(=O)c2ccccc2)c1,3,7,16,11,-7,-8,10,-0.6,15,17,8
Nc1cc(-c2ccc(Cl)cc2)nn1-c1ccccc1,-10,-3,13,-107,-37,4,-75,1.2,-35,-61,-42
CC(=O)Nc1ccc(S(=O)(=O)NCC(=O)NCCc2ccc(S(N)(=O)=O)cc2)cc1,4,1,3,-1,8,-8,-5,-1.9,-10,-10,4
COc1ccc(/C=N/OCC(=O)N(Cc2ccccc2)c2ccccc2C(=O)O)cc1,-2,-12,32*,-1,-24,2,-5,-2.8,-3,-13,-11
COc1ccc2c(C)cc(SCC(=O)N3CCOCC3)nc2c1,4,5,0,13,0,-8,-102,-1.5,0,4,-24
O=C(Cn1cnc2ccccc2c1=O)Nc1ccccc1N1CCOCC1,0,-9,4,6,11,6,-5,-1.5,0,-1,16
COc1ccc(C(=O)NCCc2cnc[nH]2)cc1OC,-3,3,-4,24,-16,0,6,0.7,-3,-3,-5
Cc1ccc(OCC(=O)OC(C)CN(C)Cc2ccccc2)cc1 (configuration not stated),6,2,4,-7,8,-1,-5,-1.8,-5,3,19
O=C(C[n+]1cccc(/C=N/O)c1)N(Cc1ccccc1)Cc1ccccc1,1,3,2,2,2,6,9,-0.6,1,16,21
CCCC1CCC(c2ccc(/C(N)=N/O)cc2)CC1 (configuration not stated),-8,-3,6,-47,-8,4,-15,1.1,-7,6,12
O=C(CSc1nnc(-c2ccc(F)cc2)o1)Nc1ccccc1N1CCOCC1,-1,5,-3,-2,-16,11,-3,-3.2,-4,-5,3
Nc1nc(Nc2cccc(F)c2)nc(NCCO)c1[N+](=O)[O-],7,-6,-2,15,-4,7,-7,0.5,-16,-11,16
